DENV2 CPE rescue: inhibitors of DENV2 cytopathic effect. AID 651640. CPE inhibition, % at 9.99 µM. DENV2-infected cells, cytopathic effect rescue, plate reader. 350,000 tested, 1.7% active; in the data active = CPE inhibition above about 20%, passing the limit was not always enough; inconclusive = no clear call, values can overlap the other calls; tested in BHK-21 cells;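 also: 0% = median of neutral control wells and 100% = median of positive control wells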
PAX8 inh HTS: PAX8 transcriptional activity inhibition; RMG-I TPO-luciferase reporter, SteadyGlo, 24 h; inhibition, % at 12.6 µM; 360,000 tested, 1.2% active;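 active = mean replicate inhibition at least 60% with every replicate also reaching 60%; inconclusive = only one of the two criteria is met; inactive = mean below 60% and not all replicates reaching 60%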;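 also: luciferase light reporting Pax8 driven TPO promoter activity; plate controls were median of neutral control wells for no effect and mitoxantrone controls for full effect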
Xi reactivation: reactivates the inactive X chromosome in mouse fibroblasts | 360,000 tested, 0.055% active | AID 743238 | XiGFP mouse fibroblasts, % GFP-positive cells imaging, 3 d; cells co-treated with 5-aza-dC sensitizer; scaled so ellipticine positive control = 100% | activation, % at 7.58 µM;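 active = mean normalized replicate activation at least 10% and every replicate at or above 10%; inconclusive = only one of the two criteria met; inactive = mean below 10% and not all replicates reach 10%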;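 also: 0% = median of on-plate neutral control wells and 100% = ellipticine 6 µM median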
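Assay system: SV40-immortalized XiGFP fibroblast cells, line 68-5-11; buffer or medium: DMEM plus 5-aza-dC sensitizer; compound: one concentration, pinned; timing: compounds 3 days, fix/stain 15 min at room temperature; benchmarks: positive control ellipticine, 6 µM final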
ARNT-TACC3 inh: ARNT/TACC3 interaction disruption | Q9Y6A5 | AlphaScreen His-ARNT PAS-B/GST-TACC3 binding, luminescence; TACC3 fragment carries E629A point mutation | inhibition, % at 9.99 µM | 390,000 tested, 0.66% active | AID 623870;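 active = mean inhibition of replicates at least 50% and at least half of replicates each reaching 50%; inconclusive = half or more replicates reach 50% but mean below 50%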;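 also: 0% = complete ARNT plus TACC3 wells and 100% = ARNT alone without TACC3; many hits fall short of the cut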
ERp5 block: blocks human ERp5 reductase activity on insulin. 350,000 tested, 0.05% active. ERp5 insulin aggregation, absorbance 650 nm, 90 min. AID 651711. inhibition, % at 9.99 µM. Q15084;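 active = mean replicate inhibition above about 25%, with every replicate also reaching it, limit read from the data, passing the limit was not always enough; inconclusive = only one of those two criteria met; inactive = neither criterion met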
Target sequence (Q15084 whole entry, looked up): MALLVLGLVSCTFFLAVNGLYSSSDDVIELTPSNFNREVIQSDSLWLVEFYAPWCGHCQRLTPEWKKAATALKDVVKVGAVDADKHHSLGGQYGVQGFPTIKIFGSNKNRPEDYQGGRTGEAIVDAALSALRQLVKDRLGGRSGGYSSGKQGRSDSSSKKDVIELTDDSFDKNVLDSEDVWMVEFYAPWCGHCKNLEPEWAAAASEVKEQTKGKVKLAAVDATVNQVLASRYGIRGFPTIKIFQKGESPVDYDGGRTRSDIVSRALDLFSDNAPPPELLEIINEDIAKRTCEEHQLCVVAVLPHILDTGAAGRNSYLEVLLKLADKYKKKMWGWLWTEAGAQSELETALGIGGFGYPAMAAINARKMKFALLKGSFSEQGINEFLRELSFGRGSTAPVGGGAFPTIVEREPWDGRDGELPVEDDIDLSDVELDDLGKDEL
GSIS activator: primary screen for activators of insulin secretion dependent on glucose, INS-1E cells, GLuc reporter luminescence. activation, % at 16.6 µM. 370,000 tested, 0.61% active. INS-1E GLuc reporter insulin secretion, 2-3 h;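 active = lowest replicate activation of at least 40%, so every replicate reaches that level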;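 also: 0% = median of neutral control wells and 100% = median of IBMX positive control wells; some compounds called inactive have numbers as strong as hits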
F508del corr: CFTR F508del correction in bronchial cells. CFBE cells, YFP halide quenching; stimulated with forskolin plus potentiator P3; % fluorescence drop versus neutral controls. activity (quench increase), % at 7.58 µM. 350,000 tested, 0.36% active. AID 720511;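 active = mean added fluorescence quench of at least 8% versus neutral control, with both replicates also reaching 8%; inconclusive = only one of the mean or replicate conditions met; inactive = mean below 8% and not both replicates reaching 8%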;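 also: cells transiently co-express mutant CFTR-F508del with the halide-sensitive YFP; corrector assay measuring rescue of mutant channel to the surface after 24 h compound exposure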
EWS-Fli block: EWS/Fli transcriptional activity inhibition | A673 NR0B1-luciferase reporter, viability-normalised | inhibition, % at 12.6 µM | 350,000 tested, 0.67% active;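 active = mean inhibition of at least 50% after viability correction, with every replicate also passing that limit; inconclusive = mean reaches 50% but only one of two replicates passes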;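 also: firefly luciferase signal divided by Alamar Blue viability fluorescence both relative to DMSO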
* hit, by the source's call; ? = inconclusive; · = no result given; & = joins results of further samples.

Start of the data: the first 3 entries as a preview:
SMILES	DENV2 CPE rescue	PAX8 inh HTS	Xi reactivation	ARNT-TACC3 inh	ERp5 block	GSIS activator	F508del corr	EWS-Fli block
COc1cc(/C=N/NC(=O)c2cc[n+]([O-])cc2)ccc1O	5	8	0.0	77*	0	7	0.4	1
CC(C)[C@H](NC(=O)OCc1ccccc1)C(=O)OCC(=O)N1CCN(c2ccccc2)CC1	-2	-5	0.2	-3	0	-26	3.2	-4
O=C(Nc1nnc(SCc2ccc(F)cc2)s1)c1cnccn1	7	-7	0.0	0	-55	22	-0.5	3

Main list (from the top)
SMILES	DENV2 CPE rescue	PAX8 inh HTS	Xi reactivation	ARNT-TACC3 inh	ERp5 block	GSIS activator	F508del corr	EWS-Fli block
COc1cc(/C=N/NC(=O)c2cc[n+]([O-])cc2)ccc1O	5	8	0.0	77*	0	7	0.4	1
CC(C)[C@H](NC(=O)OCc1ccccc1)C(=O)OCC(=O)N1CCN(c2ccccc2)CC1	-2	-5	0.2	-3	0	-26	3.2	-4
O=C(Nc1nnc(SCc2ccc(F)cc2)s1)c1cnccn1	7	-7	0.0	0	-55	22	-0.5	3
CC(=O)Nc1nnc(CCS(=O)(=O)c2ccc(Cl)cc2)s1	1	-9	0.1	-2	1	17	·	2
O=C(NCC[C@H]1CC[C@@H](NS(=O)(=O)c2ccccc2)[C@H](CO)O1)c1ccc2c(c1)OCO2	-9	-8	0.1	0	-7	-6	-1.2	0
Cc1cccc(OCc2nc3c4c(ncn3n2)-c2ccccc2CC42CCCC2)c1	?	-14	0.0	-13	8	3	-0.6	4
CCCn1ccc2c(OCC(=O)Nc3ccc(NC(C)=O)cc3)cccc2c1=O	-3	-13	0.4	38	-3	4	1.9	-5
Cc1[nH]c2ccccc2c1/C=C/c1nc2ccccc2c(=O)n1-c1cccc([N+](=O)[O-])c1	·	8	-0.1	-7	·	13	·	·
O=S(=O)(c1cc(C(F)(F)F)ccc1Cl)N1CCN(c2ncnc3ccccc23)CC1	-1	28	-0.6	-5	22	-66	5.3	24
O=[N+]([O-])c1cc(S(=O)(=O)N2CCCC2)ccc1N/N=C1/CCCc2ccccc21	-4	7	0.1	-6	-5	-1	·	10
COc1ccccc1Oc1nc(-c2cccnc2)nc2ccccc12	-3	21	0.0	-12	1	3	0.1	3
COc1cccc(NC(=O)CSc2nc3ccccc3c(=O)n2Cc2cccs2)c1	·	11	0.0	-3	·	-49	·	·
C[C@@H]1CN([C@@H](C)CO)C(=O)c2cccc(NC(=O)c3cnccn3)c2O[C@H]1CN(C)Cc1ccccc1	-9	-3	-0.4	·	-1	6	-1.0	8
C[C@@H]1CN([C@@H](C)CO)S(=O)(=O)c2ccc(-c3ccccc3)cc2O[C@@H]1CN(C)Cc1ccccn1	-6	·	-1.2	0	0	-7	1.9	-1
CO[C@@H]1CN(C)C(=O)c2ccc(NC(=O)c3nc4ccccc4s3)cc2OC[C@H](C)N(Cc2cccnc2)C[C@@H]1C	·	24	0.3	20	·	-19	0.9	-5
Cc1cccc(Cl)c1NC(=O)NCCCN1CCCCC1C (stereo not drawn)	-4	0	0.4	·	4	-5	-0.5	-8
O=C(O)C[C@H]1CC[C@@H](NC(=O)Nc2cc(F)ccc2F)[C@H](CO)O1	9	-21	0.2	1	3	4	-1.2	0
CCc1ccccc1Nc1nc2ccccc2n1CC	7	-14	0.1	-3	1	7	3.3	-13
CC1(C)Cc2c(c(=S)nc(-c3ccccc3)n2Cc2cccnc2)CO1	14	-5	0.0	1	2	·	0.2	8
Cc1ccsc1C(=O)OCC(=O)NCc1cccs1	1	-63	0.1	·	-1	23	-3.4	-13
CC(C)C(=O)Nc1ccc2c(c1)C(=O)N(C)[C@@H]1CC[C@@H](CC(=O)NCc3ccc(F)cc3)O[C@H]1CO2	-10	6	0.2	-6	-4	6	2.7	0
COC(=O)[C@H](CC(C)C)NC(=O)Cn1cnc2c(OCc3ccccc3)ncnc21	3	11	0.3	-6	-4	-17	4.3	-2
COc1cc(CN2CCNC(=O)C2CC(=O)NCCc2ncccc2C)cc(OC)c1 (stereo not drawn)	-2	1	0.1	-6	4	-8	-1.9	4
CCOC(=O)C1(C)Oc2ccccc2C(c2ccc(OC)cc2)=C1C(=O)OC (stereo not drawn)	-1	-8	0.0	1	3	1	1.0	-10
COC(=O)Cn1c2ccc(C)cc2c2nc3ccccc3nc21	1	18	0.0	-6	1	8	-1.4	-3
CCC(=O)N(C)C[C@@H]1Oc2ncc(C#Cc3ccccc3)cc2C(=O)N([C@H](C)CO)C[C@H]1C	19	·	-1.1	-4	9	29	1.9	-1
CCCNC(=O)C[C@@H]1C[C@@H]2c3cc(NS(=O)(=O)c4ccc(OC)cc4)ccc3O[C@@H]2[C@H](CO)O1	-7	-8	-0.1	-7	·	-2	-0.6	5
COc1ccc(-n2nc(C(=O)NCC(=O)NCCN(C)C)c3ccccc3c2=O)c(OC)c1	-1	-6	0.2	-17	0	-12	-2.2	-4
CCOc1ccc(NC(=O)CC(Cc2ccc(Cl)cc2)C(=O)O)cc1 (stereo not drawn)	17	11	0.0	-22	3	-5	3.4	20
CCN1CCN(c2cc(C)c3cc(NC(=S)N4CCN(c5ccccc5F)CC4)ccc3n2)CC1	0	2	0.0	11	4	-17	-0.4	-2
O=C(NC1CCCC1)C1c2ccccc2OCC(=O)N1CC(F)(F)F (stereo not drawn)	?	13	0.1	·	2	20	1.8	-9
CN(C(=O)c1cccc(NC(=O)Cc2ccc(NC(=O)C3CCCN(C(=O)C4CCCC4)C3)cc2)c1)C1CCCCC1 (stereo not drawn)	-13	15	0.0	-7	-1	-11	-2.3	12
O=C(NCCN1CCCC1)[C@@H]1[C@@H](CO)[C@@H]2Cn3c(cccc3=O)[C@H]1N2C(=O)c1ccccc1	-7	-12	0.1	-4	-2	23	·	-6
CNC(=O)C[C@H]1CC[C@@H]2[C@@H](COc3ccc(NC(=O)NC4CCCC4)cc3C(=O)N2C)O1	?	-38	0.4	-9	0	15	-2.0	-24
CC1CCCC(C)N1C(=O)COC(=O)CCC(=O)c1ccc(F)cc1 (stereo not drawn)	8	3	0.1	·	-3	-4	-2.0	7
COc1cccc(/C=C2\N=C(C3CCCCC3)OC2=O)c1OC	-2	19	0.3	-3	4	1	-2.8	4
CS(=O)(=O)Nc1ccc2c(c1)[C@H]1C[C@H](CC(=O)NCc3cccc(F)c3)O[C@H](CO)[C@H]1O2	-9	10	0.1	-15	3	2	-0.1	-10
CC1(C)Oc2c(ccc(O)c2CN2CCOCC2)C2=C1CCCC2	4	-3	0.0	12	-5	·	1.6	4
O=C1CSc2ccccc2N1Cc1ccc(F)cc1	2	·	·	-27	4	-17	2.8	-13
Cc1ccc(C)c(Nc2c(F)c(F)c(F)c(F)c2C(=O)O)c1	1	11	0.0	-1	5	-12	-3.4	2
CCN(CC)CCN(C(=O)c1ccc(CN2CCCCC2)o1)C(C(=O)NC1CCCCC1)c1ccc(F)cc1 (stereo not drawn)	2	-5	0.0	1	3	-3	2.3	6
Cn1nc(N)c2c(-c3ccccc3)c(C#N)c(N)nc21	·	10	0.0	-3	·	4	·	·
O=C(NCC(c1ccco1)N1CCCCC1)c1ccc(NS(=O)(=O)c2ccc(F)cc2)cc1 (stereo not drawn)	1	·	0.2	-8	-12	-15	-1.1	9
COc1ccc(OCC(=O)NCCC2=CCCCC2)c([N+](=O)[O-])c1	-9	-1	0.0	-5	0	3	-1.4	6
O=C1CCC(C(=O)N2CCCCCC2)CN1Cc1cccc(C(F)(F)F)c1 (stereo not drawn)	0	1	0.1	-6	6	13	1.7	·
O=C1C=C(Nc2ccc(Cl)cc2Cl)CC(c2ccco2)C1 (stereo not drawn)	0	19	0.4	-4	-4	-14	?	?
Cc1snnc1C(=O)NC(=S)Nc1ccccc1	3	5	0.1	-5	1	6	-33	-12
O=C(CC1CCCC1)N1CCN(S(=O)(=O)c2ccccc2)CC1	-2	0	-0.1	0	-23	5	-2.4	-6
C=CCN(CC=C)Cc1cc(=O)oc2ccc3ccccc3c12	0	27	-0.1	·	-2	18	-0.5	38
CCCCc1cc2c(c(NC(=O)CC)n1)c(=O)oc1ccccc12	2	·	·	-1	0	27	4.1	4
CC(C)CN(C(=O)COC(=O)CNC(=O)c1ccccc1F)c1c(N)n(Cc2ccccc2)c(=O)[nH]c1=O	9	1	0.0	0	2	20	-0.3	-1
C[C@@H]1CN(S(=O)(=O)C(C)(C)C)[C@@H](CCO)/C1=C\CCO	5	-5	0.0	·	2	0	-5.8	-7
Cc1cc(Cl)cc(Cl)c1OCCN1CCCC1	12	-32	0.0	-1	3	-10	1.0	4
COCC(=O)N1[C@H](C#N)[C@H](c2ccccc2-c2ccccc2)[C@@H]1CO	1	7	0.2	·	-1	4	0.8	-7
COc1ccc(/C=C2\SC(=S)N(CC(=O)OCC(=O)Nc3ccc([N+](=O)[O-])cc3OC)C2=O)cc1	·	15	0.3	-2	7	-7	-1.7	4
CNC[C@@H]1Oc2ccc(NC(=O)Nc3ccccc3)cc2C(=O)N([C@@H](C)CO)C[C@@H]1C	·	-14	-1.3	-7	1	16	4.0	·
C[C@@H]1CCCCO[C@@H](CN(C)Cc2ccc(C(F)(F)F)cc2)[C@H](C)CN([C@@H](C)CO)C(=O)c2cc(NC(=O)CCC(F)(F)F)ccc2O1	2	-18	-0.5	-6	-2	-9	3.7	10
Cc1cccc(-c2nn(-c3ccccc3)cc2C(=O)Nc2cccc(S(=O)(=O)NC3=NCCC3)c2)c1	3	-14	0.0	5	1	4	0.7	-3
C[C@@H]1CN([C@H](C)CO)C(=O)c2cccc(NC(=O)Nc3ccc(C(F)(F)F)cc3)c2O[C@H]1CN(C)C(=O)Nc1ccc2c(c1)OCO2	?	23	-1.0	12	·	-30	4.7	11
Cc1ccc(/C=C/C(=O)Nc2ccc(S(=O)(=O)Nc3ncccn3)cc2)cc1	-3	-27	0.0	30	2	-18	-0.5	3
Remaining list, next part:
SMILES	DENV2 CPE rescue	PAX8 inh HTS	Xi reactivation	ARNT-TACC3 inh	ERp5 block	GSIS activator	F508del corr	EWS-Fli block
C[C@H](CO)N1C[C@H](C)[C@H](CN(C)S(=O)(=O)c2ccccc2)Oc2c(NC(=O)CCCCCC(=O)Nc3ccccc3N)cccc2C1=O	-2	27	0.1	·	4	6	-1.3	0
Cc1ccc([C@H]2N[C@]3(CCCN(Cc4ccc(C(F)(F)F)cc4)C3=O)[C@H]3C(=O)N(Cc4ccccc4)C(=O)[C@@H]23)cc1	7	19	-0.1	·	3	·	1.4	5
O=C(N/N=C/c1ccc(N2CCOCC2)s1)c1ccccc1Cl	7	-12	0.0	12	3	-4	-1.5	-4
Cc1ccc(C(=O)N(CC(=O)NC2CCCC2)c2ccccc2F)s1	?	-29	0.0	·	-10	·	-2.1	-3
Cc1ccc(Nc2ccc(C(=O)NCCc3ccccc3)cn2)cc1	·	-11	-0.2	-5	5	1	·	38
Cc1cc(=O)[nH]c(N/N=C/c2sccc2C)n1	13	-9	0.1	-7	7	21	·	-13
C[C@H]1CN([C@@H](C)CO)C(=O)CCCn2nncc2CO[C@@H]1CN(C)Cc1ccc2c(c1)OCO2	6&2	-15&-5	-0.1&0.0	4	-6&-1	4&13	-7.2&-1.9	5&-11
O=C(O)c1ccccc1S(=O)(=O)CC(=O)N1CCCCC1	-8	11	0.1	-4	-6	4	-0.5	0
CCn1c(=O)cc(N2CCOCC2)[nH]c1=O	7	17	0.3	0	3	-3	-4.2	9
